Screens deposited in PubChem BioAssay by The Scripps Research Institute Molecular Screening Center.
CHRM5 antagonist: CHRM5 antagonism in calcium assay | AID 624040 | CHO-hM5 cells, Fluo-8 calcium fluorescence, ACh EC80 | actives 0.59% (n = 360,000) | inhibition, % at 3 µM | P08912;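 active means inhibition above a per-plate cutoff, the mean of that plate's test compounds plus 3 SD, cut at about 27% in these data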;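 further: 0% = acetylcholine EC80 with DMSO and 100% = DMSO without agonist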
Target sequence (P08912 whole entry, looked up): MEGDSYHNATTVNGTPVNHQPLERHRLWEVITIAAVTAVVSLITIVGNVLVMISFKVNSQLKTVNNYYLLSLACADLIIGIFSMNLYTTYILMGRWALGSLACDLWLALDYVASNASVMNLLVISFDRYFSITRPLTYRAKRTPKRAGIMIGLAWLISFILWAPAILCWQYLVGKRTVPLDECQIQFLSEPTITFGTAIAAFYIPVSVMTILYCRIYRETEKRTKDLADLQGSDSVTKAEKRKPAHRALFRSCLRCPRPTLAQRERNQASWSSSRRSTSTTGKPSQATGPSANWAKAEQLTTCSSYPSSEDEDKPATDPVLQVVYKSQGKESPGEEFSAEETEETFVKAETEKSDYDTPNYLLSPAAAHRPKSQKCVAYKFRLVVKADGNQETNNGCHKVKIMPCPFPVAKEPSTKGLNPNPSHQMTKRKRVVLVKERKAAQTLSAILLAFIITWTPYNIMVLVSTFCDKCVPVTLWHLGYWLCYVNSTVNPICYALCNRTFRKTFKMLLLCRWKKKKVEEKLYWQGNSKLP
M4 PAM: CHRM4 positive allosteric modulation; activation, % at 3 µM; CHO-K1 hM4/Gqi5, Fluo-8 calcium fluorescence, ACh EC20; 0% = ACh EC20, 100% = maximal ACh; actives 0.4% (n = 360,000); AID 624126; P08173;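 active means activation above its plate's cutoff, the mean activation of sample wells plus 3 SD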; further: some results filed as inactive read as strong as hits
Target sequence (P08173 whole entry, looked up): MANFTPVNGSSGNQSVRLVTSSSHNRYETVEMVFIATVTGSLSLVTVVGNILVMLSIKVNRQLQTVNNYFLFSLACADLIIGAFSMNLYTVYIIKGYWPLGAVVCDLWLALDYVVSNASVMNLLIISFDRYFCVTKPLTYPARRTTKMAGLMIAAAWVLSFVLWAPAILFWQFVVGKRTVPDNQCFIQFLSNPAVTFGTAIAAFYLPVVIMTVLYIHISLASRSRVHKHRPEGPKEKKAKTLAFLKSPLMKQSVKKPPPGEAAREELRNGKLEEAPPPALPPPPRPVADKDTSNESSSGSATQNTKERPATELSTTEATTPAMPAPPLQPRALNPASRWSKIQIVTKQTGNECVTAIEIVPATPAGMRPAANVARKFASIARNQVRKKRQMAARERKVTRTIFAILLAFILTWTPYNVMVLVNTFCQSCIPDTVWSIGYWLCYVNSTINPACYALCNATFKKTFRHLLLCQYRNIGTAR
CHO-K1 Ca PAM: nonselective activator or artifact in parental CHO-K1 calcium assay; ATP EC20, Fluo-8 calcium fluorescence; 0% at ATP EC20, 100% at ATP max; activation, % at 3 µM; actives 0.02% (n = 360,000);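 active means activation above the run cutoff, the mean activation of all test compounds plus 3 SD, cut at about 40% in these data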;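 further: peak over basal fluorescence ratio in a 140 s read after ATP addition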
CHRM4 antagonist: antagonists of human muscarinic M4 receptor (CHRM4) | P08173 | CHO-hM4 cells, ACh EC80, Fluo-8 calcium fluorescence | inhibition, % at 3 µM | actives 0.73% (n = 360,000);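 active means inhibition above its plate's cutoff, the mean inhibition of sample wells plus 3 SD, cut at about 27% in these data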;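 further: 0% = acetylcholine EC80 with DMSO and 100% = DMSO without agonist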
CHRM5 PAM: CHRM5 positive allosteric modulation; actives 0.3% (n = 360,000); P08912; CHO-K1 hM5, Fluo-8 calcium, ACh EC20 PAM; 0% = ACh EC20, 100% = ACh EC100; activation, % at 3 µM;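 active means activation above the run cutoff, the mean activation of all test compounds plus 3 SD, cut at about 18% in these data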
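Assay system: CHO-K1 hM5 cells / Incubation: Fluo-8 loading 80 min at 37 °C plus 30 min room temperature / Technique: Fluo-8 calcium dye fluorescence, kinetic read / Repeats: single replicate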
CHRM5 agonist: CHRM5 agonism in calcium assay; P08912; CHO-K1 hM5 cells, Fluo-8 calcium fluorescence; 0% DMSO wells, 100% maximal acetylcholine response; activation, % at 3 µM; actives 0.19% (n = 360,000);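 active means activation above the run's mean over test compounds plus 3 SD, cut at about 23% in these data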;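 further: signal is peak over basal fluorescence ratio across the kinetic read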
M4 ag: CHRM4 agonism in calcium assay | P08173 | CHO-K1 hM4/Gqi5, Fluo-8 calcium fluorescence; vehicle 0%, full acetylcholine response 100% | activation, % at 3 µM | actives 0.14% (n = 360,000);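 active means activation above the run mean over all test wells plus 3 SD, cut at about 32% in these data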;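 further: peak over basal fluorescence ratio per well then scaled between controls; 0% = DMSO wells and 100% = acetylcholine at EC100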
CHO-K1 Ca antag: counter-screen for M1 antagonists: effect in parental CHO-K1 cells | ATP-induced calcium, Fluo-8 fluorescence | inhibition, % at 3 µM | actives 0.6% (n = 360,000) | AID 602250;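 active means inhibition above a per-plate cutoff, the plate's mean sample inhibition plus 3 SD, cut at about 24% in these data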;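 further: 0% = DMSO plus EC80 ATP and 100% = DMSO alone without ATP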
M1 ag parental: counter-screen for M1 agonists: effect in parental CHO-K1 cells; actives 0.48% (n = 360,000); Fluo-8 calcium fluorescence; scaled to maximal ATP response, vehicle zero; activation, % at 3 µM; in the data active means activation above about 15%;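 further: untransfected CHO-K1 host cells lacking M1 receptor as counterscreen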
* marks the source's active call; other numbers are inactive results.

SMILES	CHRM5 antagonist	M4 PAM	CHO-K1 Ca PAM	CHRM4 antagonist	CHRM5 PAM	CHRM5 agonist	M4 ag	CHO-K1 Ca antag	M1 ag parental
COc1ccc(C(=O)N[C@H](C(=O)OCn2nnc3ccccc3c2=O)C(C)C)cc1	0	15	-6	-8	10	0	6	7	0.8
O=C(Oc1cccc(NC(=O)c2ccccc2Cl)c1)c1ccc([N+](=O)[O-])cc1	-3	-4	5	6	-1	-2	1	1	0.3
N#CC1=C(N)c2ccccc2CC12CCCCC2	-6	1	16	-1	2	2	-2	-27	-0.3
Cc1ccc2nsnc2c1S(=O)(=O)NCCc1c(C)[nH]c2ccc(F)cc12	12	-12	10	15	-5	-2	3	-1	1.3
COc1ccc2[nH]c3c(c2c1)CCN1C(=O)C(CC(=O)NCCN2CCOCC2)C[C@H](C(=O)N2CCCCC2)[C@@]31C (stereo partly specified)	3	6	12	-5	0	-2	1	-10	0.6
O=C(O)/C=C\c1ccccc1Oc1cccc(Cl)c1	0	4	3	5	-3	-2	0	5	0.0
CC(C)Cn1c(=O)c(C(=O)Nc2cnccn2)c(O)c2ccccc21	2	7	-2	0	-6	0	0	-1	0.3
O=C(N=C1SC2CS(=O)(=O)CC2N1c1c(Cl)cccc1Cl)C1CC1 (stereo unspecified)	8	7	2	8	2	-4	0	-6	0.4
O=c1c2ccccc2[nH]c(=S)n1CCCN1CCN(c2ccccc2F)CC1	20	-8	-11	11	-14	2	22	6	6.9
COc1cc(C(=O)Nc2ccc(S(=O)(=O)NC(C)(C)C)cc2)cc(OC)c1OC	2	6	21	-4	0	1	3	-16	1.6
O=C(NCCc1ccccc1)Oc1ccc(Cl)cc1	6	-2	7	-3	-3	5	2	-6	1.4
Cc1ccc(OC(C)C(=O)N2CC(=O)Nc3ccccc32)cc1 (stereo unspecified)	-3	2	-14	-24	-1	-1	0	-9	0.8
Cn1ccsc1=NC(=O)c1ccc(S(C)(=O)=O)c([N+](=O)[O-])c1	22	-3	20	0	-8	-1	6	-4	4.5
O=C(Nc1ccccc1)C1=C[C@H](c2ccccc2)C[C@H](OCCCCO)O1	-3	3	3	-22	9	-3	2	-14	0.4
CCNC(=S)Nc1cc(OCC)c(NC(=O)c2ccco2)cc1OCC	-3	14	8	-23	-3	-3	3	-3	0.5

Overlap with the part before: 2 entries, followed by the next part.
SMILES	CHRM5 antagonist	M4 PAM	CHO-K1 Ca PAM	CHRM4 antagonist	CHRM5 PAM	CHRM5 agonist	M4 ag	CHO-K1 Ca antag	M1 ag parental
O=C(Nc1ccccc1)C1=C[C@H](c2ccccc2)C[C@H](OCCCCO)O1	-3	3	3	-22	9	-3	2	-14	0.4
CCNC(=S)Nc1cc(OCC)c(NC(=O)c2ccco2)cc1OCC	-3	14	8	-23	-3	-3	3	-3	0.5
COc1cc(OC)c2ccc(=O)oc2c1C(CC(=O)N1CCOCC1)c1ccc(N(C)C)cc1 (stereo unspecified)	16	2	7	-5	-1	0	2	-5	0.0
S=c1[nH]c(-c2ccccc2)cn1/N=C/c1ccc(Br)cc1	-9	4	18	-1	-1	-5	1	-20	0.6
COc1ccc2sc(-c3ccc(SC)cc3)c(/C=C/c3ccc(OC)c(OC)c3)c2c1	0	12	-1	1	-2	3	2	-6	0.1
NNC(=O)c1cc(S(=O)(=O)N2CCOCC2)c[nH]1	7	13	4	-13	-2	0	1	-7	-0.4
O=[N+]([O-])c1cc(/C=N/O)ccc1Sc1ccccc1	1	5	-5	12	-8	-6	-2	16	-0.3
Cc1ccc(C(=O)N/C(=C/c2cccc([N+](=O)[O-])c2)C(=O)NC(C)C)cc1	-8	6	19	4	0	2	1	-1	0.2
CCOC(=O)NC(=O)COC(=O)CCCSc1nc2ccccc2s1	10	6	-11	2	-1	0	2	-6	1.4
CCOC(=O)c1c(C)[nH]c(C)c1S(=O)(=O)N(C)CC(=O)Nc1ccc(C)cn1	6	0	-2	-1	6	-3	1	-7	-0.2
CCOC(=O)C(C)Sc1nc2c(c(=O)[nH]c(=O)n2C)n1C/C=C(/C)Cl (stereo unspecified)	-8	9	19	-7	-1	-9	1	-10	0.7
O=C1NC(c2ccccc2)=CC(c2ccccc2)N1 (stereo unspecified)	4	0	27	-5	-2	-1	1	-19	0.7
CCOc1ncccc1C(=O)OCC(=O)Nc1ccc(S(=O)(=O)N2CCOCC2)cc1	-2	2	23	-8	-4	2	6	-18	3.1
CN1C(=O)CC(N2CCN(c3ccc(Cl)c(Cl)c3)CC2)C1=O (stereo unspecified)	-7	20	-5	9	1	4	7	5	2.0
Cc1ccc2c(c1)N(C(C)C(=O)NCc1ccc3c(c1)OCO3)C(=O)CO2 (stereo unspecified)	3	-3	10	1	3	-4	0	-15	0.9
O=C(NCCO)c1cc2c(s1)CCC2	-1	-1	11	-1	0	-3	1	-3	-0.1
Brc1ccc(-c2csc(Nc3nc(-c4ccc(Br)cc4)cs3)n2)cc1	-10	11	-6	-22	7	-5	0	-1	-0.5

Quoted from the listing.
`S=c1[nH]c(-c2ccccc2)cn1/N=C/c1ccc(Br)cc1` in CHO-K1 Ca PAM reads 18
`CN1C(=O)CC(N2CCN(c3ccc(Cl)c(Cl)c3)CC2)C1=O` (stereo unspecified) in M4 ag reads 7

Continued.
SMILES	CHRM5 antagonist	M4 PAM	CHO-K1 Ca PAM	CHRM4 antagonist	CHRM5 PAM	CHRM5 agonist	M4 ag	CHO-K1 Ca antag	M1 ag parental
Cn1c(=O)c2c(nc(SCc3cccnc3)n2Cc2ccc(F)cc2)n(C)c1=O	-1	0	12	6	3	-1	1	-3	2.5
C=C1CCC(O)C2(C)CCC3C(C)C(=O)OC3C12O (stereo unspecified)	-4	7	-6	3	3	-2	1	-10	0.5
O=C(CCC1CCN(C(=O)c2cccc(Cl)c2F)CC1)Nc1ccccc1	-3	1	14	-10	3	-2	5	-3	2.2
CC1CN=C(c2cccn2Cc2ccc(F)cc2Cl)O1 (stereo unspecified)	-9	2	12	-13	1	-8	1	-12	0.2
Cc1ncc2c(n1)NC(=O)NC2	10	5	11	-8	13	1	1	0	1.1
Cn1cc(CN2CCC(O)CC2)c(-c2ccc(Oc3ccccc3)cc2)n1	-1	-3	-3	3	0	-1	1	24	0.4
O=C(Nc1ccccc1)N1CCC(C(=O)N2CCN(Cc3ccccc3)CC2)CC1	2	-2	-6	6	1	2	1	-5	0.3
Clc1ccc(/C=N/Nc2ccccn2)cc1	5	0	21	-1	-3	-4	-1	-11	0.0
O=C(Nn1cnnc1)c1cc(Cl)cc(Cl)c1	5	-3	-27	-5	-5	-4	2	1	0.0
O=S(=O)(c1ccccc1)N1CN(c2ccc(F)cc2F)c2nc3ccccc3nc21	8	4	9	-3	-7	1	1	1	0.7
CC1CN(C2=CC(=O)CCC2)CC(C)O1 (stereo unspecified)	8	-2	24	0	7	0	0	-13	1.8
O=C(Cn1cc(Cl)ccc1=O)c1ccc(Cl)cc1	-3	-5	-16	-1	0	-1	1	24*	-0.7
O=C(CSc1cn(Cc2ccccc2)c2ccccc12)N1CCOCC1	1	-1	22	-14	1	3	3	-18	1.2
CCOc1cc(C(=O)NCCOC)ccc1OC	1	2	4	12	0	-3	2	-4	0.1
CS(=O)(=O)N1CCN(c2ccc(NC(=O)c3cccnc3Cl)cc2)CC1	-10	3	5	0	3	1	0	-17	-0.1
CC1(C)C(C(=O)O)N2C(=O)C(NC(=O)Cc3ccccc3)C2S1=O (stereo unspecified)	7	-3	22	10	-1	-3	0	-10	0.8
Cc1ccc(CSc2nnc(-c3cccc(S(=O)(=O)N4CCOCC4)c3)n2CC(C)C)cc1	5	-2	21	-3	0	-1	4	-8	1.5
O=C(CSc1nnc(COc2ccccc2)o1)N1CCCC1	4	5	13	-1	3	-1	3	-15	0.3
Cn1cc(C(=O)C(=O)N2CCCC2)c2ccccc21	8	1	11	-6	2	-3	0	-11	-0.2
Cc1ccc2cc(C#N)c(N3CCN(C(=O)c4cccs4)CC3)nc2c1	11	-6	2	0	-1	0	9	5	3.7
COC(=O)c1sc(S(=O)(=O)N2CCN(c3ccccc3F)CC2)c(C(=O)OC)c1C	6	-6	-7	7	5	-6	-2	-6	0.2
Cc1ccc(NC(=O)COC(=O)CN2CCCCCC2=O)c(C)c1	-3	6	-2	2	3	1	2	7	-0.3
CC(=O)Nc1cccc(/C(C)=N/NS(=O)(=O)c2ccccc2)c1	1	1	21	0	-3	0	1	-17	0.1
O=C(Nc1ccc(NC(=O)C2CC2)nc1)c1cnccn1	3	-7	21	7	-4	1	1	-2	0.3
COc1ccc2oc(=N)c(C(=O)Nc3ccc(Br)cc3)cc2c1	3	-5	18	-6	-6	5	0	-10	1.8
COc1ccc(NC(=O)CCS(=O)(=O)c2ccc3c(c2)CCCN3C(C)=O)cc1Cl	7	-4	-3	3	-9	0	1	10	3.6
O=S(=O)(NCC1CC1)c1cccc(S(=O)(=O)N2CCCC2)c1	2	0	5	5	3	-2	1	7	0.0
CCCCN(S(=O)(=O)c1ccccc1)S(=O)(=O)c1ccccc1	12	-3	17	-5	-9	-6	3	-14	-0.4
CCc1ccc(N2C(=O)C(Cl)=C(N3CCCCCC3)C2=O)cc1	-1	-2	2	-1	-3	-4	-1	-16	1.5
COc1ccc(C(CNC(=O)c2cccc(NS(=O)(=O)c3ccc(C)c(F)c3)c2)N(C)C)cc1 (stereo unspecified)	11	-9	-26	-4	-7	-7	3	2	0.2
COc1ccc(C(=O)/C(C)=N/O)cc1OC	-5	4	-2	2	0	2	0	-6	0.3
Cc1ccc(C(=O)NC2CCN(CC(=O)Nc3cccc([N+](=O)[O-])c3)CC2)cc1	2	8	7	-18	-1	-2	7	-18	1.3
CCOC(=O)C1=C(O)/C(=C\c2ccc(CNS(=O)(=O)c3ccc(Br)cc3)o2)N=C1C	5	4	9	0	-3	-1	0	-5	0.6
COc1ccc(-c2cc(C(=O)Nc3ccccc3F)on2)cc1	7	2	-2	-13	-3	-3	1	-13	-0.1
CC1CCc2c(C(=O)NCCN3CCOCC3)csc2C1 (stereo unspecified)	-3	13	14	-11	14	-1	1	-17	0.3
Cc1noc(C)c1-c1ccc(C(=O)NCC(C)C)c2occc12	3	3	-6	-8	-4	-1	0	-9	0.1
CCN(CC(=O)NC(C)C)C(=O)CCNC(=O)c1ccc(Cl)cc1	-4	-3	22	3	3	2	1	-15	0.6
Cc1ccc(CCNC(=O)c2nnn(-c3cccc(C)c3)c2N)cc1	6	1	-6	-3	-3	0	5	-6	2.1
Cc1sc2ncnc(N3CCC(C(=O)NNC(=O)COc4ccc(Cl)cc4)CC3)c2c1C	15	-8	-18	3	-18	7	21	11	5.1
Cc1ccc(NC(=S)c2ccncc2)cc1	-5	0	-9	5	-5	-2	3	1	2.0
CCOc1ccccc1C(=O)NC(C(=O)Nc1ccccc1N1CCOCC1)C(C)C (stereo unspecified)	-2	7	-9	-9	-6	2	1	3	1.0
COc1ccc(C2=NNC(=Nc3cc(S(=O)(=O)N(C)C)ccc3C)SC2)c(OC)c1	1	-14	12	-3	-1	-1	2	-6	2.5
O=[N+]([O-])c1cc(-c2nnc(N3CCOCC3)c3ccccc23)ccc1N1CCOCC1	5	0	14	3	-10	3	6	-6	3.0
Cc1cc(C)n(Cc2ccc(C(=O)O)o2)n1	3	5	-7	9	-4	0	0	18	-0.2
O=C(Nc1ccc(Cl)cn1)c1ccc(Oc2ccccc2)cc1	10	-3	9	-11	0	3	-1	3	1.3
CN(C)C(=O)c1ccc(-c2cc(C(F)(F)F)n(C)n2)s1	-2	0	-1	9	-2	-3	1	-1	0.7
